Screening data (PubChem)
KOR beta-arrestin-1 – kappa opioid receptor blockers – cell-based, luminescence, uHTS (AID 1778). KOR beta-arrestin recruitment, luminescence, antagonist mode; higher % means a stronger effect. one-dose inhibition, % at 10 µM; IC50 in µM for titrated hits. 0.091% of 290,000 active; note: strong numbers were not always called active
KOR beta-arrestin-2 – kappa opioid receptor activators – cell-based, luminescence, uHTS, primary screen (AID 1777) | one-dose activation, % at 10 µM; EC50 in µM for titrated hits | KOR beta-arrestin recruitment, luminescence; higher % means a stronger effect | 0.02% of 280,000 active; in the data active = activation above about 50%, passing the limit was not always enough; note: a part of the inactive calls stands beside numbers as strong as those of hits
NOD1 NF-kB reporter – inhibition of NOD1-driven NF-kB reporter – cell-based, luminescence, uHTS, primary screen (AID 1578); NOD1-driven NF-kB luciferase reporter cells, luminescence; higher % means a stronger effect; inhibition, % at 4 µM, or EC50 in µM where a hit was titrated; 1% of 290,000 active; in the data active = inhibition mostly above about 36%, no sharp cut-off; inactive = mostly below about 34%;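 note: HEK-293T reporter cells stimulated with the NOD1 agonist gamma-tri-DAP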
Myeloid diff 2 – myeloid differentiation induction; ER-HoxA9 myeloid progenitors, lysozyme-GFP differentiation, flow cytometry; calls only at 10 µM; 1% of 360,000 active; AID 624256;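 active = normalized GFP-positive differentiation at or above the plate's own cutoff, the solvent-only control mean plus 3 SD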;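 note: cells exposed to compound for four days before flow analysis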
GPR55 LPI antagonism – inhibition of LPI-stimulated GPR55 beta-arrestin translocation – imaging, U2OS, beta-arrestin-GFP, LPI agonist, primary screen (AID 2013); U2OS GPR55 beta-arrestin-GFP translocation imaging, LPI antagonism; higher % means a stronger effect; one-dose inhibition, % at 10 µM; IC50 in µM for titrated hits; 0.13% of 290,000 active;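 active = spots per cell inhibited over 60%, with over 100 cells counted and total cytoplasm intensity under 500,000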;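 note: U2OS cells stably carrying GPR55 and arrestin-GFP stimulated by 5 µM LPI near EC80; imaged beta-arrestin-GFP aggregate spots per cell after agonist stimulation; plate controls were LPI-stimulated DMSO wells for no effect and DMSO wells without LPI for full effect; some results filed as inactive read as strong as hits; confirmed hits need IC50 under 10 µM and bright autofluorescent wells are also inconclusive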
HEK293 NOD2/NF-kB – inhibition of NOD2-driven NF-kB reporter – cell-based, luminescence, uHTS, HEK293 (AID 1566) | HEK293 NOD2/NF-kB luciferase reporter, luminescence; higher % means a stronger effect | inhibition, % at 4 µM; hits with a dose series show EC50 in µM | 0.63% of 290,000 active; note: many of its hits are not listed in these tables
GPR55 beta-arrestin – selective activators of receptor GPR55 – imaging, U2OS cells, beta-arrestin-GFP redistribution, primary screen (AID 1961); U2OS GPR55 beta-arrestin-GFP redistribution imaging; higher % means a stronger effect; activation, % at 10 µM; hits with a dose series show EC50 in µM; 0.048% of 290,000 active;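 active = activation above 40% with more than 50 cells counted in the well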;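 note: U2OS osteosarcoma cells stably expressing GPR55 and beta-arrestin-GFP; plate controls were DMSO negative control for no effect and LPI positive control for full effect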
NTR1 ag – NTR1-driven beta-arrestin-GFP spot formation – imaging, U2OS cells, high content, primary screen (AID 493036). activation, % at 20 µM. agonist mode. 0.17% of 330,000 active;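 active = activation at or above 40% of the spot to cytoplasm intensity ratio, with at least 20 cells analyzed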;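 note: 0% = DMSO without peptide and 100% = 100 nM NTR1 peptide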
Target sequence (P30989 whole entry, looked up): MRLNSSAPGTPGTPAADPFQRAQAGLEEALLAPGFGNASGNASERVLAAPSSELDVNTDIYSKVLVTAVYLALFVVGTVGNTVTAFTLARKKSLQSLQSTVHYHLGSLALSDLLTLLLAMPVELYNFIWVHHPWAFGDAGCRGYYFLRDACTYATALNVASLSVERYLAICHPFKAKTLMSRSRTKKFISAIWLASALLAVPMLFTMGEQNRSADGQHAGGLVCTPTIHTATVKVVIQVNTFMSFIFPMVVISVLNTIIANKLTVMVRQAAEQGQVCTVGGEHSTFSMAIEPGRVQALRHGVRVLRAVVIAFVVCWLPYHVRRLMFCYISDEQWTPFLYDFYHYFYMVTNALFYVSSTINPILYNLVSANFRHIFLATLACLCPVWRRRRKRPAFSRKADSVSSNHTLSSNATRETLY
T cell HTS – modulates CD8 T cell binding to vesicles | 2C CD8+ T cell-vesicle binding, flow cytometry; hits give low values | calls only at 7 µM | 0.068% of 330,000 active | AID 2052;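 active = response, share of CD8 T cells binding vesicles, and their 90th percentile fluorescence all below set limits, cut at about 80% in these data, passing the limit was not always enough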
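incubation = binding step 1.5 h, 37 °C, antibody labelling 20 min, ice | test system = 2C mouse CD8+ T cells | read-out basis = percent CD8+ FL2 mean versus row control | controls = Peptide-free naked vesicles (low) and QL9 vesicles with 0.7% DMSO vehicle (high) | detection = flow cytometry of vesicle-bound cells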
T cell HTS vesicle-bound % – also measured in T cell HTS; calls as there; double positive events, %; measured here: CD8+ vesicle-bound cell fraction;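 binding gate set so that unloaded-vesicle control wells show 10% double positive cells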
NTR1 ag cell count 20 µM – further read-out of NTR1 ag, marked with its call; cell count; measured here: cell count, cytotoxicity flag
Myeloid diff 2 GFP+ MAC1+ % – recorded beside Myeloid diff 2, whose call it bears; GFP+ MAC1+ double positive, %; measured here: differentiation confirmed by MAC1 staining
Numbers without * were called inactive; i = inactive; / = no result given; [ ] = remark or other dose. Cut-off read from the data, not from the text of the source, unless noted: active = inhibition above about 50%; inactive = the rest. The list is partial; count on the stated rates, not on these rows.

SMILES	KOR beta-arrestin-1	KOR beta-arrestin-2	NOD1 NF-kB reporter	Myeloid diff 2	Myeloid diff 2 GFP+ MAC1+ %	GPR55 LPI antagonism	HEK293 NOD2/NF-kB	GPR55 beta-arrestin	NTR1 ag	NTR1 ag cell count 20 µM	T cell HTS	T cell HTS vesicle-bound %
O=C(c1cnccn1)N1CCN(C/C=C/c2ccccc2)CC1	-8%	-0.1%	-21%	i	0.7	24%	0%	-0.2%	1.1	29	i	27
COc1ccccc1/C=C/C(=O)OCC(=O)NCCC1=CCCCC1	-6%	-4.2%	-30%	i	0.2	-11%	-12%	-0.2%	0.0	57	i	61
C=CCN1CCc2c(cc(O)c(O)c2Cl)C(c2ccccc2)C1 (stereo unspecified)	1%	5.0%	-10%	i	1.6	-6%	11%	-0.1%	-0.4	53	i	20
Clc1ccc(-c2nc(/C=N/N3CCOCC3)c3ccccn23)cc1	13%	-2.3%	-33%	i	0.2	8%	13%	0.2%	-0.7	60	i	29
CC(=O)CCS(=O)(=O)c1ccc(NC(C)=O)cc1	7%	-1.8%	12%	i	2.4	1%	9%	-0.2%	-0.7	47	i	40
O=C(c1ccccc1)c1cc(Cl)ccc1N1C(=O)C=CC1=O	-9%	-0.3%	-9%	i	0.2	34%	20%	8.0%	/	/	/	/
COc1ccc(OCCCC(=O)Nc2cccc(SC)c2)cc1	-10%	-4.4%	-14%	i	0.7	4%	15%	0.2%	-0.8	60	i	38
O=C(CSc1ccsc1[N+](=O)[O-])NCc1ccccc1	2%	-7.9%	-13%	i	0.3	10%	-34%	0.4%	1.4	67	i	32
Cc1cc(C(C)(C)C)cc(C)c1CC1=NCCN1	-31%	1.4%	-10%	i	3.4	-11%	10%	-0.1%	0.6	49	i	34
COc1ccc(C2=NN(C(=O)c3ccc(Cl)c([N+](=O)[O-])c3)C(c3ccccc3)C2)cc1 (stereo unspecified)	22%	0.3%	-36%	i	0.2	2%	10%	-0.2%	6.1	87	i	57
O=C(CSc1nc2ccccc2c(=O)n1-c1ccccc1)N1CCCC1	6%	-0.8%	-9%	i	0.9	-3%	-2%	0.3%	3.2	76	i	32
COC(=O)CN1C(=O)COc2ccc(S(=O)(=O)NCc3ccc(F)cc3)cc21	-11%	6.8%	15%	i	5.5	-14%	9%	-0.2%	0.3	64	i	18
CCOC(=O)C(C)Oc1cc(Cl)c(C=O)cc1OC (stereo unspecified)	3%	-5.7%	-25%	i	0.3	1%	6%	0.1%	0.1	82	i	39
COc1ccc(NC(=O)C2CCCN(S(=O)(=O)c3ccc4c(c3)CC(C)N4C(C)=O)C2)cc1 (stereo unspecified)	-10%	2.3%	-6%	i	7.6	6%	27%	-0.1%	1.9	58	i	3
CCOC(=O)c1c(NC(=O)c2nn(CC)cc2Br)sc2c1CCCCC2	24%	0.3%	-25%	i	18	7%	0%	-0.1%	26	39	i	19
Cc1cccc(N2CCN(C(=O)CCC(=O)N3CCOc4ccc(Cl)cc43)CC2C)c1 (stereo unspecified)	-8%[20 µM]	-2.3%	10%	i	4.5	-6%	10%	0.5%	11	73	i	29
Cc1nc(C)c(C(=O)C2=C(O)C(=O)N(CCCn3ccnc3)C2c2ccc(Cl)cc2)s1 (stereo unspecified)	27%	-3.8%	-4%	i	0.6	29%	12%	0.0%	-0.5	63	i	17
O=C(CSc1nc2ccccc2o1)c1ccc2c(c1)OCCO2	18%	0.0%	-26%	i	0.7	-1%	-8%	-0.1%	2.4	48	i	53
CCOc1cc(/C=N/NC(=O)c2cccnc2)ccc1O	49%	-4.0%	-8%	i	0.4	1%	9%	0.3%	0.5	54	i	21
COc1cccc(-n2nc3c(=O)n(Cc4ccccc4Cl)nc(C)c3c2C)c1	-13%	-6.2%	0%	i	1.1	13%	36%	0.7%	1.9	59	i	30
Cn1c(/C(C#N)=C(\O)c2ccc(Br)s2)nc2ccccc21	2%	5.6%	25%	i	1.8	5%	-26%	-0.2%	0.1	46	i	12
N#Cc1ccc(OS(=O)(=O)c2ccc(-c3ccon3)s2)cc1	2%	-5.1%	0%	i	1.7	6%	20%	-0.1%	/	/	i	3
CC(=O)Nc1ccc(SCc2ncc(-c3ccccc3)o2)cc1	-14%	0.1%	-24%	i	0.6	5%	-83%	-0.3%	2.3	60	i	23
COCCNC(=O)CCN1N=C(c2ccccc2)CCC1=O	19%	-4.7%	-12%	i	0.4	-10%	4%	0.4%	0.0	73	i	53
CC/C(Cc1ccccc1)=N/NC(=O)CCn1nnc2ccccc21	0%	2.6%	-11%	i	0.1	0%	18%	-0.6%	0.6	68	i	54

Some of these compounds in order of their number in GPR55 LPI antagonism, largest number first:
| Molecule | GPR55 LPI antagonism |
| --- | --- |
| O=C(CSc1ccsc1[N+](=O)[O-])NCc1ccccc1 | 10% |
| COc1ccc(C2=NN(C(=O)c3ccc(Cl)c([N+](=O)[O-])c3)C(c3ccccc3)C2)cc1 (stereo unspecified) | 2% |
| CC/C(Cc1ccccc1)=N/NC(=O)CCn1nnc2ccccc21 | 0% |

An excerpt from above with just KOR beta-arrestin-1:
compound	KOR beta-arrestin-1
COc1ccccc1/C=C/C(=O)OCC(=O)NCCC1=CCCCC1	-6%
Cn1c(/C(C#N)=C(\O)c2ccc(Br)s2)nc2ccccc21	2%

(cont.)
SMILES	KOR beta-arrestin-1	KOR beta-arrestin-2	NOD1 NF-kB reporter	Myeloid diff 2	Myeloid diff 2 GFP+ MAC1+ %	GPR55 LPI antagonism	HEK293 NOD2/NF-kB	GPR55 beta-arrestin	NTR1 ag	NTR1 ag cell count 20 µM	T cell HTS	T cell HTS vesicle-bound %
O=C(CSc1cccc2cccnc12)N/N=C/c1cccc(O)c1	-8%	1.4%	-22%	i	0.2	-2%	5%	0.2%	1.1	49	i	47
Cn1c(SCC(=O)N2CCOCC2)nnc1-c1ccc(Cl)cc1Cl	12%	-1.4%	-12%	i	1.2	19%	15%	-0.1%	5.0	92	i	23
Cc1nn(CCCC(=O)NCc2ccco2)c(=O)c2nn(-c3ccccc3)c(C)c12	-5%	-1.7%	-19%	i	0.0	12%	13%	-0.1%	-0.2	51	i	51
CCOC(=O)C1CCN(S(=O)(=O)c2ccc3c(c2)NC(=O)C(C)C(=O)N3)CC1 (stereo unspecified)	-20%[20 µM]	2.2%	-9%	i	1.4	8%	13%	-0.1%	4.3	64	i	21
Cc1ccccc1NC(=O)Nc1nc2ccc(S(C)(=O)=O)cc2s1	27%	2.7%	-31%	i	1.7	3%	-40%	-0.1%	6.4	90	i	44
COc1ccc(NC(=O)CSC2CC(=O)N(c3ccc4c(c3)OCCO4)C2=O)cc1 (stereo unspecified)	-6%	6.8%	-17%	i	0.7	-10%	8%	-0.1%	0.1	77	i	4
CCOC(=O)c1ccc(NC(=O)Nc2ccc(F)cc2)cc1	-45%	6.4%	-35%	i	0.3	8%	-1%	0.2%	-1.2	58	i	61
O=C(Cc1ccc(F)cc1)Nc1ccc2[nH]ncc2c1	-45%[20 µM]	1.7%	-20%	i	0.6	-9%	8%	-0.1%	0.4	55	i	8
CC1=NN(c2nc(-c3ccc(C)cc3)cs2)C(=O)C1N=Nc1cccc(C)c1 (stereo unspecified)	30%	6.8%	-33%	i	0.7	8%	-10%	-0.2%	10	60	i	24
O=C(/C=C/c1ccccc1)Nc1cc(C(=O)O)cc(C(=O)O)c1	-12%	0.2%	-46%	i	0.0	-10%	-123%	-0.5%	0.1	92	i	58
O=C(NC1CC1)c1cc2c(F)cccc2s1	-86%[20 µM]	-0.2%	-4%	i	0.4	-8%	1%	1.2%	-0.3	71	i	59
COc1ccc2ccccc2c1C1NC(=O)NC(C)=C1[N+](=O)[O-] (stereo unspecified)	17%	-6.7%	0%	i	0.3	7%	7%	-0.1%	0.4	71	i	14
COC(=O)C(C)N(C#N)c1nc(C)cc(C)n1 (stereo unspecified)	-11%	4.9%	7%	i	0.2	21%	16%	-0.1%	-1.1	100	i	57
CCC(C)N1C(=O)S/C(=C/c2ccc3c(c2)n(C)c(=O)n3C)C1=O (stereo unspecified)	0%	-3.7%	-10%	i	0.1	0%	6%	0.1%	4.7	53	i	50
O=C(NCc1ccccc1)c1ncn[nH]1	15%	1.2%	-10%	i	0.5	-8%	1%	-0.1%	0.3	76	i	23
CSc1ccccc1NC(=O)COC(=O)CCc1ccccc1	-13%	5.6%	-9%	i	0.7	-2%	-3%	-0.1%	0.1	52	i	38
CCC(C)(C)n1nnnc1CN1CCC(NC(=O)c2ccccc2C)CC1	7%	-1.1%	-33%	i	0.7	7%	6%	-0.2%	1.9	94	i	41
Cc1ncoc1C(=O)N1CCCC(N2CCN(c3ccccc3F)CC2)C1 (stereo unspecified)	15%	-6.5%	18%	i	0.7	2%	3%	1.0%	-0.3	54	i	32
O=C(Nc1cccc(Cl)c1)Nc1nnc(CC2=CCCCC2)s1	-39%	0.2%	24%	i	0.3	11%	3%	1.1%	16	84	i	55
CC(C)c1ccc(CN2CC(C(=O)O)CC2=O)cc1 (stereo unspecified)	5%	-3.8%	8%	i	8.7	-12%	15%	-0.1%	0.3	63	i	8
COc1ccc(NS(=O)(=O)c2cc3c(cc2C)N(C)CCO3)c(OC)c1	0%[20 µM]	1.4%	-9%	i	4.9	-1%	12%	-0.1%	-2.1	53	i	30
CSCCC(=O)N(C)CC1CCCN(CCc2cccc(C(F)(F)F)c2)C1 (stereo unspecified)	-40%[20 µM]	3.0%	-21%	i	0.4	1%	3%	0.6%	1.5	51	i	63
CCNC(=O)N1CCC(c2nc3ccccc3s2)CC1	11%	-1.0%	2%	i	1.0	4%	4%	0.3%	0.2	69	i	6
CNC(=S)N/N=C(\C)c1ccc2c(c1)OCO2	30%	2.8%	-30%	i	0.2	2%	12%	0.2%	0.6	49	i	30
COc1ccccc1OCc1nc(C#N)c(N2CCC(C(N)=O)CC2)o1	-12%	-4.1%	-9%	i	0.2	-1%	-8%	-0.2%	2.0	48	i	9
CCCc1cc(C(=O)N2CCCC(N3CCN(c4ccccc4F)CC3)C2)n(C)n1 (stereo unspecified)	10%	2.0%	-12%	i	0.5	-4%	4%	-0.2%	0.0	55	i	64
CC(=O)Nc1ccccc1OCC(=O)NCC(F)(F)F	-9%	2.4%	-21%	i	0.0	-9%	5%	-0.2%	-0.5	38	i	2
CN(C(=O)COc1ccccc1)c1nnc(-c2ccncc2)s1	-6%	-5.7%	-23%	i	0.7	-12%	20%	-0.5%	0.7	71	i	43
